TRHR PAM = TRH receptor (human) allosteric enhancement; actives 0.66% (n = 360,000); AID 493056; TRHR cells, fluo-8 calcium fluorescence, EC20 TRH enhancement; enhancement, % at 2 µM; in the data active means enhancement above about 30%; further: 0% is about no effect
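TRHR-expressing cells loaded with fluo-8 calcium dye were read kinetically (ex 480/em 530) during compound addition, then stimulated with an EC20 of TRH (10 nM final). Enhancement of the Gq-mediated intracellular calcium response was scored.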
IDH1 R132H inh = blocks human mutant IDH1 R132H enzyme; IDH1-R132H enzyme, NADPH consumption, diaphorase/resazurin fluorescence; actives 0.093% (n = 390,000); Potency, µM (series often up to 76.6 µM), for the others: top-dose activity change, negative = inhibition, actives largely listed as inhibitors; O75874; further: potency means the concentration at half of the fitted maximal effect; on the % scale 0 is the no-effect control and ±100 the full control effect; nearly all actives have a fitted effect of over 65% in size
Target sequence (O75874 whole entry R132H, stated change not applied): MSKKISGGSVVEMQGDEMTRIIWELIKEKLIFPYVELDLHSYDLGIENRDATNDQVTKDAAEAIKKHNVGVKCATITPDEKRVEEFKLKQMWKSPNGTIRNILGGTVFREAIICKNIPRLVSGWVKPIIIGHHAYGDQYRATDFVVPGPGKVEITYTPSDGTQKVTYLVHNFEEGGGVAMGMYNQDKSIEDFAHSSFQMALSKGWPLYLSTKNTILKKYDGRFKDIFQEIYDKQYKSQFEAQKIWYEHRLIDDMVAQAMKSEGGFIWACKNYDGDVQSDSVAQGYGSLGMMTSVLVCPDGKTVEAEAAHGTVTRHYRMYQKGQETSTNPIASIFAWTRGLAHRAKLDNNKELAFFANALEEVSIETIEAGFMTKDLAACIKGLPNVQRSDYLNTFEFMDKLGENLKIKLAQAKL
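IDH1-R132H (0.5 ug/mL dispensed) in pH 7.5 Tris buffer was preincubated 30 min with compound, then given a substrate mix of 0.016 mM NADPH and 2 mM alpha-KG for 80 min at room temperature; remaining NADPH was read by diaphorase/resazurin fluorescence.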
rTrxR1 inhibitor = blocks rat thioredoxin reductase 1. AID 588453. actives 1% (n = 390,000). O89049. Potency, µM (top dose mostly 114 µM), for inactives: at the highest dose activity change, negative = inhibition, usual class: inhibitors. recombinant rTrxR1, NADPH fluorescence consumption, selenite substrate; further: potency means the concentration at half of the fitted maximal effect; on the % scale 0 is the no-effect control and ±100 the full control effect; nearly all actives have a fitted effect of over 65% in size
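Rat TrxR1 (90 nM in the dispensed reagent) was pre-reduced with 400 uM NADPH for 5 min at room temperature, then incubated with compound for 15 min. After 400 uM selenite was added, NADPH fluorescence (Ex 340/Em 450 nm) was followed for 8 min.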
D2 antag = antagonists of human D2 dopamine receptor. HEK293 TREx D2 cells, calcium flux, dopamine EC80. actives 2% (n = 340,000). inhibition, % at 10 µM. P14416. AID 485344; in the data active means inhibition above about 30%; further: 0% is about no effect
Target sequence (P14416 whole entry, looked up): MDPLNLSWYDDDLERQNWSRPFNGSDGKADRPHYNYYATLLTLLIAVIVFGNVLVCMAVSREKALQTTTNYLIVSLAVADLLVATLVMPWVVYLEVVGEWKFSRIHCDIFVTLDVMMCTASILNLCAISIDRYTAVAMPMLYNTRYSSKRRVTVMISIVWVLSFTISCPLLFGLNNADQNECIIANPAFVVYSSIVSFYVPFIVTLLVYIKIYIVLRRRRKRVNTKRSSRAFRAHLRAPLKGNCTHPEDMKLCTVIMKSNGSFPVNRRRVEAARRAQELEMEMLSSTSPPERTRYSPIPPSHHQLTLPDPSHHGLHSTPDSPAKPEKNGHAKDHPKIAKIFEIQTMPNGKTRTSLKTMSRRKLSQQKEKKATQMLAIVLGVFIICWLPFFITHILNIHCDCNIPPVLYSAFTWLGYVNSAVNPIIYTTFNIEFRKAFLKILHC
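Antagonism is scored as inhibition of an EC80 dopamine-evoked calcium signal in a force-coupled, tetracycline-inducible HEK293 T-REx D2 line, with compound present 180 s before agonist.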
TRHR agonist = agonists of human TRH receptor; actives 0.18% (n = 360,000); activation, % at 2 µM; P34981; TRHR cells, calcium flux fluo-8, FDSS agonist mode; in the data active means activation above about 30%; further: 0% is about no effect
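TRHR-expressing cells loaded with fluo-8 calcium dye; 23 nL library compound pin-transferred, kinetic FDSS fluorescence (Ex 480/Em 530) recorded about 180 s for agonist-induced calcium release, before a 10 nM TRH EC20 addition for potentiator mode.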
Pin1 inhibitor = blocks the human prolyl isomerase Pin1. actives 0.009% (n = 390,000). Potency, µM (doses to about 115 µM), for the others: at the highest dose activity, negative = inhibition, hits mostly inhibitors. Q13526. Pin1 FP peptide displacement, HiFluor488, 10 min; active means well fitted inhibition curve with a large enough effect in the polarisation, with a control signal flat, not every such curve was filed as active; inconclusive means small, poorly fitted or top-dose-only effect, or effect the other way, or a change in a side signal; inactive means no such curve, though single readings can be large or run the other way; the % refers to the polarisation; further: potency means the concentration at half of the fitted maximal effect; on the % scale 0 is the no-effect control and ±100 the full control effect
Target sequence (Q13526 whole entry, looked up): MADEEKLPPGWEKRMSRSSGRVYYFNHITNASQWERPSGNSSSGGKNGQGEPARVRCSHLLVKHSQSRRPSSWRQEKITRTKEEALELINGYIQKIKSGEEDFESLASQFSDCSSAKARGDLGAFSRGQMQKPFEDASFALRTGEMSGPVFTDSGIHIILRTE
D2 agonist = agonists of human D2 dopamine receptor | HEK293 T-REx D2 cells, calcium flux agonist mode | actives 0.53% (n = 340,000) | AID 485358 | P14416 | activation, % at 2 µM;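 active means activation over 3 SD above normal in the single-dose calcium agonist read, cut at about 30% in these data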; further: 0% is about no effect
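Tetracycline-induced HEK293 Trex cells with D2 receptor force-coupled to calcium signaling, plated overnight at 30 C and loaded with no-wash calcium dye. Calcium flux read kinetically for 180 s after compound addition; responses flag agonists.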
TrxR1 substrate = is turned over as a substrate by rat TrxR1. actives 0.01% (n = 390,000). Potency, µM (top dose mostly 114 µM), without a hit: at the highest dose activity change, negative = substrate turnover. O89049. purified TrxR1 substrate turnover, NADPH consumption readout; further: potency means the concentration at half of the fitted maximal effect; on the % scale 0 is the no-effect control and ±100 the full control effect; nearly all actives have a fitted effect of over 50% in size
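Rat TrxR1, dispensed at 90 nM, was prereduced with 400 uM NADPH (final) for 5 min at ~22 deg C, then incubated with compound 15 min before 400 uM selenite. A first-read NADPH fluorescence drop versus no-compound background flagged substrates.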
USP1-UAF1 inh = inhibitors of human USP1/UAF1 deubiquitinase. O94782. recombinant USP1/UAF1, Ub-Rhodamine cleavage fluorescence. Potency, µM (highest dose often 57.1 µM), without a hit: top-dose activity change, negative = inhibition, most hits filed as inhibitors. actives 0.23% (n = 390,000). AID 743255; further: potency means the concentration at half of the fitted maximal effect; on the % scale 0 is the no-effect control and ±100 the full control effect; nearly all actives have a fitted effect of over 60% in size; inactives centre near -12
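1 nM enzyme complex + cpd, 15 min RT; start with Ub-Rho 150nM final; kinetic fluorescence ex 480/em 540, 6 reads q60 s. Buffer 50mM HEPES pH 7.8, 0.5mM EDTA, 0.1 mg/ml BSA, 1mM TCEP, 0.01% Tween-20.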
* hit, by the source's call; & = joins results of further samples; [ ] = remark or other dose. Unless noted, the call rests on the fitted dose curve; in most records, active means well fitted inhibition curve with a large enough effect; inconclusive means small, poorly fitted or top-dose-only effect; inactive means no such curve, though single readings can be large or run the other way.

Cc1ccccc1OCC(O)COc1ccccc1C was read as IDH1 R132H inh 11%, rTrxR1 inhibitor -8%[2.29 µM], Pin1 inhibitor 3%, TrxR1 substrate -7%[2.29 µM] and USP1-UAF1 inh 1%.
For Cc1ccc2onc(CC(=O)Nc3cccc(C(F)(F)F)c3)c2c1 the results were TRHR PAM -19, IDH1 R132H inh 17%, rTrxR1 inhibitor -6%, TRHR agonist 1.4, Pin1 inhibitor 8%, D2 agonist -0.5, TrxR1 substrate -7% and USP1-UAF1 inh -16%.
For N#CCCN(C(=O)CSc1nnc(-c2ccncc2)n1C1CC1)c1ccccc1 the results were TRHR PAM 12, IDH1 R132H inh -1%, rTrxR1 inhibitor 4%, D2 antag -15, TRHR agonist 0.1, Pin1 inhibitor -5%, D2 agonist 1.0, TrxR1 substrate -5% and USP1-UAF1 inh -17%.
Screening O=C(Nc1nnc(S(=O)(=O)N2CCCC2)s1)c1ccccc1F returned TRHR PAM 1&16, IDH1 R132H inh 14%&9%, rTrxR1 inhibitor -11%&1%, D2 antag -2, TRHR agonist 0.3&0.2, Pin1 inhibitor 1%&8%, D2 agonist 0.4&0.2, TrxR1 substrate -11%&-6% and USP1-UAF1 inh 5%&1%.
For CC1=C(C(=O)Nc2ccccc2)C(c2ccco2)C(C#N)=C(SCC(N)=O)N1 (stereo not drawn) the results were TRHR PAM -6, IDH1 R132H inh -5%, rTrxR1 inhibitor -9%, D2 antag 19, TRHR agonist 0.6, Pin1 inhibitor -6%, D2 agonist 0.4, TrxR1 substrate -1% and USP1-UAF1 inh -19%.
Screening CCc1noc(C)c1C(=O)OC(C)C(=O)Nc1cc([N+](=O)[O-])ccc1OC (stereo not drawn) returned TRHR PAM 0, IDH1 R132H inh 2%, rTrxR1 inhibitor 16%, D2 antag -9, TRHR agonist -0.4, Pin1 inhibitor -7%, D2 agonist -1.3, TrxR1 substrate -3% and USP1-UAF1 inh -8%.
For CC(C)C[C@H](NC(=O)c1nc[nH]c1C(=O)NCCCCCN)C(=O)OCc1ccccc1 the results were IDH1 R132H inh -7%, rTrxR1 inhibitor 19%, Pin1 inhibitor -7%, TrxR1 substrate -1% and USP1-UAF1 inh -20%.
COc1ccc2oc(C(=O)OC(C)C(=O)NCc3ccccc3)c(C)c2c1 (stereo not drawn) was read as TRHR PAM 1, IDH1 R132H inh -4%, rTrxR1 inhibitor 5%[57.1 µM], D2 antag -18, TRHR agonist 0.1, Pin1 inhibitor 17%, D2 agonist 0.3, TrxR1 substrate 20%[57.1 µM] and USP1-UAF1 inh -10%.
For COC(=O)c1c(NC(=O)C(C)C)sc2c1C(C(=O)OC)CC2 (stereo not drawn) the results were TRHR PAM 0, IDH1 R132H inh -2%, rTrxR1 inhibitor 4%, D2 antag 0, TRHR agonist -0.1, Pin1 inhibitor -1%, D2 agonist 0.0, TrxR1 substrate 5%[57.1 µM] and USP1-UAF1 inh -22%.
For Cc1sc2ncnc(Sc3ccccc3C(=O)Nc3ccccc3Cl)c2c1C the results were TRHR PAM -7, IDH1 R132H inh 13%, rTrxR1 inhibitor -2%, D2 antag 11, TRHR agonist 0.2, Pin1 inhibitor 9%, D2 agonist 0.3, TrxR1 substrate -8% and USP1-UAF1 inh -19%.
For COc1ccccc1Nc1cc(C(=O)NCCCN(C)c2ccccc2)c2ccccc2n1 the results were TRHR PAM -4, IDH1 R132H inh -3%, rTrxR1 inhibitor -1%[57.1 µM], TRHR agonist 0.1, Pin1 inhibitor 7%, D2 agonist 0.6, TrxR1 substrate -11%[57.1 µM] and USP1-UAF1 inh -25%.
Screening Cc1nn(-c2ccc(Cl)cc2)c(=O)c2c(C)noc12 returned TRHR PAM 2, IDH1 R132H inh 6%, rTrxR1 inhibitor 6%[57.1 µM], D2 antag -1, TRHR agonist -0.4, Pin1 inhibitor 3%, D2 agonist -0.2, TrxR1 substrate 4%[57.1 µM] and USP1-UAF1 inh -18%.

By substructure, the compounds so far with fluorine
For Cc1ccc2onc(CC(=O)Nc3cccc(C(F)(F)F)c3)c2c1 the results were TRHR PAM -19, IDH1 R132H inh 17%, rTrxR1 inhibitor -6%, TRHR agonist 1.4, Pin1 inhibitor 8%, D2 agonist -0.5, TrxR1 substrate -7% and USP1-UAF1 inh -16%.
Screening O=C(Nc1nnc(S(=O)(=O)N2CCCC2)s1)c1ccccc1F returned TRHR PAM 1&16, IDH1 R132H inh 14%&9%, rTrxR1 inhibitor -11%&1%, D2 antag -2, TRHR agonist 0.3&0.2, Pin1 inhibitor 1%&8%, D2 agonist 0.4&0.2, TrxR1 substrate -11%&-6% and USP1-UAF1 inh 5%&1%.

Next section:
For CCCc1nc2c(sc3nc4c(cc32)COC(C)(C)C4)c(=O)o1 the results were TRHR PAM 12, IDH1 R132H inh 1%, rTrxR1 inhibitor 2%, D2 antag -3, TRHR agonist -0.1, Pin1 inhibitor 1%, D2 agonist 0.6, TrxR1 substrate 1% and USP1-UAF1 inh -23%.
Cc1cc(-c2nnc(SCC(=O)Nc3cccc(Cl)c3)n2N)n[nH]1 was read as TRHR PAM 4, IDH1 R132H inh 0%, rTrxR1 inhibitor -6%, D2 antag 7, TRHR agonist 0.1, Pin1 inhibitor 98%[activator], D2 agonist 0.8, TrxR1 substrate -7% and USP1-UAF1 inh -26%.
For O=C1CCC(=O)c2ccc3c4c(ccc1c24)CC3 the results were IDH1 R132H inh 0%, rTrxR1 inhibitor 29%, Pin1 inhibitor -16%, TrxR1 substrate 75%[activator] and USP1-UAF1 inh -4%.
`COc1cccc(COc2ccc3ccc(=O)oc3c2)c1` gave TRHR PAM -4, IDH1 R132H inh -9%, rTrxR1 inhibitor -4%, D2 antag 14, TRHR agonist 0.1, Pin1 inhibitor -3%, D2 agonist 1.4, TrxR1 substrate 4% and USP1-UAF1 inh -14%.
COc1ccc(OC)c(N(CC(=O)Nc2ccccc2)S(=O)(=O)c2ccccc2)c1 was read as TRHR PAM -7, IDH1 R132H inh -1%, rTrxR1 inhibitor 19%, D2 antag 8, TRHR agonist -0.5, Pin1 inhibitor 6%, D2 agonist 1.8, TrxR1 substrate 0% and USP1-UAF1 inh -20%.
`Cc1ccc(C(=O)OCC(=O)NNC(=O)c2cccs2)c(O)c1` gave TRHR PAM -3, IDH1 R132H inh 0%, rTrxR1 inhibitor 0%[57.1 µM], D2 antag 4, TRHR agonist -0.2, Pin1 inhibitor -3%, D2 agonist 0.2, TrxR1 substrate 1%[57.1 µM] and USP1-UAF1 inh -14%.
`COc1ccc(N(CC(=O)N2CCCCC2)S(=O)(=O)c2ccc(OC)c(OC)c2)cc1` gave TRHR PAM 5, IDH1 R132H inh -4%, rTrxR1 inhibitor 3%, TRHR agonist -0.5, Pin1 inhibitor 3%, D2 agonist 0.2, TrxR1 substrate -3% and USP1-UAF1 inh -14%.
For Cc1cccn2c(=O)c3cc(C#N)c(=NC(=O)c4cccnc4)n(CC4CCCO4)c3nc12 (stereo not drawn) the results were IDH1 R132H inh -2%, rTrxR1 inhibitor 10%, Pin1 inhibitor 0%, TrxR1 substrate 316%[activator] and USP1-UAF1 inh -24%.
`COC(=O)c1ccc2c(=O)n(CCN3CCOCC3)c(SCC(=O)C(C)(C)C)nc2c1` gave TRHR PAM -2, IDH1 R132H inh 6%, rTrxR1 inhibitor -1%[57.1 µM], D2 antag 7, TRHR agonist -0.1, Pin1 inhibitor -5%, D2 agonist -0.2, TrxR1 substrate 5%[57.1 µM] and USP1-UAF1 inh -15%.
Screening CN(CC(=O)Nc1ccc(Cl)cc1)C(=O)CNC(=O)c1ccc2ccccc2c1 returned TRHR PAM 3, IDH1 R132H inh -4%, rTrxR1 inhibitor 11%, D2 antag -4, TRHR agonist 0.1, Pin1 inhibitor 2%, D2 agonist 0.3, TrxR1 substrate 3% and USP1-UAF1 inh -20%.
For Cc1ccc(S(=O)(=O)N2CCN(c3ccc([N+](=O)[O-])c(Sc4nncn4C)c3)CC2)cc1 the results were TRHR PAM 2, IDH1 R132H inh -1%, rTrxR1 inhibitor -13%, D2 antag 7, TRHR agonist 0.4, Pin1 inhibitor 4%, D2 agonist 1.1, TrxR1 substrate -15% and USP1-UAF1 inh -12%.
Screening CCCN(C(=O)c1cc(Cl)nc2ccccc12)C1CCS(=O)(=O)C1 (stereo not drawn) returned TRHR PAM 5, IDH1 R132H inh -11%, rTrxR1 inhibitor 5%, D2 antag 4, TRHR agonist 0.0, Pin1 inhibitor -2%, D2 agonist -0.2, TrxR1 substrate -5%[57.1 µM] and USP1-UAF1 inh -8%.
For CC(C)(C)c1ccc(C(=O)NC(=S)Nc2sc3c(c2C#N)CCC3)cc1 the results were TRHR PAM 4, IDH1 R132H inh -3%, rTrxR1 inhibitor -1%[57.1 µM], D2 antag 13, TRHR agonist -0.3, Pin1 inhibitor 9%, D2 agonist -1.1, TrxR1 substrate 8%[57.1 µM] and USP1-UAF1 inh -19%.
Screening C=CCn1c(SCC(=O)N2CCOCC2)nc2scc(-c3ccco3)c2c1=O returned TRHR PAM -6, IDH1 R132H inh -1%, rTrxR1 inhibitor 45µM*, D2 antag 14, TRHR agonist -0.9, Pin1 inhibitor inconclusive, D2 agonist -1.0, TrxR1 substrate -11% and USP1-UAF1 inh -19%.
O=C(Cn1c(=O)c2cccn2c2ccc(F)cc21)N1CCN(c2ccc(F)cc2)CC1 was read as TRHR PAM -9&7, IDH1 R132H inh -11%&-7%, rTrxR1 inhibitor 7%&-9%, D2 antag 24, TRHR agonist -0.7&-0.2, Pin1 inhibitor 2%&1%, D2 agonist -0.1&-0.1, TrxR1 substrate -4%&-5% and USP1-UAF1 inh -12%&-14%.

Screening data (PubChem BioAssay)

These rows are one share of the data. The share of hits here may be higher or lower than overall.
